PRMT1 FP inh – inhibitors of human PRMT1; recombinant PRMT1, activity-based probe fluorescence polarization; 370,000 tested, 1.3% active; inhibition, % at 2.79 µM; AID 652257;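 active = inhibition above about 21% made by adding two undisclosed values, limit read from the data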
HTRA1 inh – inhibitors of human serine peptidase HTRA1; Q92743; recombinant HTRA1, FP-rhodamine activity-based probe, fluorescence polarization; inhibition, % at 5.96 µM; 340,000 tested, 0.5% active; in the data active = inhibition above about 36%;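 note: 0% = enzyme with DMSO and 100% = wells lacking enzyme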
MBD2 inh – inhibitors of human MBD2 binding to methylated oligonucleotide; Q9UBB5; TR-FRET; inhibition, % at 4.4 µM; 370,000 tested, 0.31% active; AID 686964; in the data active = inhibition above about 13%
TCR CD3 inh – blocks the human TCR-CD3 interaction | TAMRA-labeled TCR probe fluorescence, biochemical | inhibition, % at 9.4 µM | 360,000 tested, 0.37% active; in the data active = inhibition above about 19%;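 note: recombinant mutant TCR 2C K166C tagged with TAMRA read by polarization; 0% = receptor in buffer alone and 100% = receptor with positive control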
ABHD4 inh – inhibitors of mouse ABHD4; AID 720543; 370,000 tested, 0.54% active; inhibition, % at 8.92 µM; purified mABHD4, FP-Rh probe fluorescence polarization; Q8VD66;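 active = inhibition exceeding the mean over every tested compound plus 3 SD, cut at about 30% in these data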;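 note: 0% = plate median of compound wells and 100% = S159A mutant with DMSO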
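Assay system: mABHD4 protein; medium: HEPES pH 7.0, NaCl, Pluronic buffer; dosing: 8.92 µM, single dose; schedule: 45 min + 60 min at 25 °C; signal: FP readout, ex 525 nm / em 598 nm; read-out: normalized percent inhibition of probe labeling; repeats: single replicate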
rCAG RNA binder – binds r(CAG) RNA repeats. r(CAG) RNA repeat, TO-PRO-1 dye displacement fluorescence. inhibition, % at 3 µM. 370,000 tested, 1.3% active. AID 651821;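 active = inhibition above the plate cutoff, the mean of all test compounds on that plate plus 3 SD, cut at about 35% in these data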;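 note: 0% = DMSO alone and 100% = 100 µM mitoxantrone as full dye displacement; higher means more dye released from RNA so lower well fluorescence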
NPR1 activator – GC-A (human) enzyme activation | P16066 | HEK293 GC-A cells, cGMP TR-FRET, EC30 ANP; 0% at EC30 ANP, 100% saturating ANP | activation, % at 10 µM | 370,000 tested, 0.14% active; in the data active = activation above about 40%
Target sequence (P16066 whole entry, looked up): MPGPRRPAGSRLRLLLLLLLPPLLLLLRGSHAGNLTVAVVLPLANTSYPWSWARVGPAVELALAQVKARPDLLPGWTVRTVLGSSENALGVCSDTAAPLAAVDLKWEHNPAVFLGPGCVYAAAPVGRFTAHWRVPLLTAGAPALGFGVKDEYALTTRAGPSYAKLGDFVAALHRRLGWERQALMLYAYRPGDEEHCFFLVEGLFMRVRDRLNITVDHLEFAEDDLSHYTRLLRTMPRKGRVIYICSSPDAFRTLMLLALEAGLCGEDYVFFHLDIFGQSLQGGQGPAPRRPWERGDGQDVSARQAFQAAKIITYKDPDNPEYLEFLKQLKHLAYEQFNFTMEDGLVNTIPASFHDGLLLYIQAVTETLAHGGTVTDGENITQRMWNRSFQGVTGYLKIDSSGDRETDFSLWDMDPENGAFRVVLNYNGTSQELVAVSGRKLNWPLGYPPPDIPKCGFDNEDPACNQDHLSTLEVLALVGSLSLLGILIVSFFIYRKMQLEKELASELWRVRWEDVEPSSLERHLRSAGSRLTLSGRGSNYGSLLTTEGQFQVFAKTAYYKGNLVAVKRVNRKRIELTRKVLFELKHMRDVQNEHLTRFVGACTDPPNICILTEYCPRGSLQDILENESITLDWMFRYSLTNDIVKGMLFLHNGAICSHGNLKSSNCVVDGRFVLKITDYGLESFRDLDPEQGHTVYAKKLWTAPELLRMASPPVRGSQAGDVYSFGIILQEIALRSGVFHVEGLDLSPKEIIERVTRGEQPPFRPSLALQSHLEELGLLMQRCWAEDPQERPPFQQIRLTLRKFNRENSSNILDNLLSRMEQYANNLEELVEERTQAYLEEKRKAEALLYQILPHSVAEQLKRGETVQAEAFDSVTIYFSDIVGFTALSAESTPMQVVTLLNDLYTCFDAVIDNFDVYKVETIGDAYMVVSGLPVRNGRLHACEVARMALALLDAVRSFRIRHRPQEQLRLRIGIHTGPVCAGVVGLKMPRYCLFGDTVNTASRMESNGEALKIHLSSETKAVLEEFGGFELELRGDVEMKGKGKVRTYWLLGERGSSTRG
UHRF1 MBD2 ctr – human UHRF1 methylated DNA binding inhibitors; Q96T88; UHRF1 binding to methylated oligo, TR-FRET; inhibition, % at 4.4 µM; 370,000 tested, 0.75% active; AID 687016; in the data active = inhibition above about 21%;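 note: UHRF1 SRA domain binding a hemimethylated CpG hairpin DNA probe; 0% = median of test compound wells and 100% = reference inhibitor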
NPR2 activator – GC-B (human) receptor activation. AID 1920062. P20594. HEK293-GC-B cells, CNP EC30, cGMP TR-FRET; 0% at EC30 CNP, 100% saturating CNP. activation, % at 10 µM. 370,000 tested, 0.11% active;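 active = activation at 10 µM reaching about 35% in either raw or pattern-adjusted values, limit read from the data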
SIAE inh – blocks human sialic acid acetylesterase; SIAE FP-Rh probe binding, fluorescence polarization; inhibition, % at 9.66 µM; 370,000 tested, 0.69% active;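 active = inhibition above a cutoff: mean of compounds within the control limits plus 3 SD of those, cut at about 17% in these data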;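 note: 0% = plate median of compound wells and 100% = probe without SIAE protein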
* = called active by the depositor; . = not tested or not shown. Some of the compounds tested (hit frequency here may not be typical).

SMILES | PRMT1 FP inh | HTRA1 inh | MBD2 inh | TCR CD3 inh | ABHD4 inh | rCAG RNA binder | NPR1 activator | UHRF1 MBD2 ctr | NPR2 activator | SIAE inh
CCc1ccc(C(O)(CC(C)C)C(CN2CCOCC2)c2ccccc2)cc1 (centres undefined) | 6 | -5 | 1 | -3 | -5 | -5 | -45 | 3 | -14 | -3
CC1(C)C2CCC1(C)C(NCC(O)COc1ccc(C#N)cc1)C2 (centres undefined) | -2 | 0 | -3 | 3 | 11 | -2 | -2 | 0 | 4 | 7
COC(=O)c1cn(CC(=O)N2CCCCC2C)c2ccccc12 (centres undefined) | 1 | 5 | -2 | 2 | 3 | -4 | 2 | -3 | -2 | -10
COc1ccc(C(=O)COC(=O)c2cnc(C)cn2)c(OC)c1 | 2 | -2 | 2 | -4 | 3 | 2 | 2 | -1 | -2 | -7
CC(Nc1ncnc2ccccc12)c1ccccc1 (centres undefined) | 1 | -2 | -2 | -2 | -1 | -2 | -7 | -1 | -1 | -4
CCn1c(C)nc2cc(C(=O)NNC(=O)c3ccc(C)cc3)ccc21 | -2 | 2 | 4 | 5 | -4 | 5 | -2 | -2 | 1 | 14
CCc1ccc(N2CCN(C(=O)c3ccc4c(c3)OCO4)CC2)cc1 | 3 | -3 | 1 | -1 | 1 | -8 | 2 | -1 | 4 | 0
COc1cccc(-n2nc(C(N)=O)c(O)cc2=O)c1 | 4 | 3 | -3 | 4 | 4 | 0 | -1 | 1 | 6 | -1
CCN(CC(=O)Nc1c(F)cccc1F)C(=O)CCc1nc2cc(S(=O)(=O)N(C)C)ccc2n1CC | 1 | 4 | 3 | -6 | -2 | -6 | -1 | -3 | -2 | 0
C[C@H](CO)N1C[C@H](C)[C@H](CN(C)S(=O)(=O)c2ccc3c(c2)OCCCO3)OCc2cnnn2CCCC1=O | 5 | -3 | -5 | -1 | 3 | 1 | 3 | 2 | 0 | 0
COc1cccc(CNc2nc(-c3cccnc3)nc3ccccc23)c1 | 4 | -57 | 3 | 0 | 10 | -3 | 22 | -1 | 24 | -6
CCCCC(=O)N(CCOC)c1nnc(-c2cccnc2)s1 | 3 | 6 | -3 | 5 | 1 | -8 | 0 | 0 | 1 | 6
O=C1C2C(c3ccccc3)C=CC(c3ccccc3)C2C(=O)N1CCO (centres undefined) | 2 | -6 | 2 | -5 | 0 | -4 | -4 | 2 | 2 | -1
Cc1ccccc1C1c2[nH]c3ccccc3c2CCN1CCCn1cccn1 (centres undefined) | 0 | -13 | -7 | 4 | 1 | -7 | -5 | 0 | -6 | 0
COc1cccc(Cn2cnc(-c3ccccc3OC)c2-c2ccco2)c1 | 32* | . | -3 | -6 | 1 | 11 | -3 | 2 | -2 | -6
CCOC(=O)c1c(NC(=S)Nc2ccccc2)sc2c1CCN(CC)C2 | 28* | -7 | 5 | -15 | -21 | -46 | 5 | -15 | 10 | -7
CCCOc1c(Br)cc(C2C3=C(CCCC3=O)N(CC)C3=C2C(=O)CCC3)cc1OC | 2 | -6 | -2 | 0 | 1 | -6 | 6 | -3 | 4 | 1
Cc1cccc(-n2ncc3c(N4CCCC4)ncnc32)c1 | 0 | -6 | -3 | 1 | 3 | 1 | 6 | 1 | -4 | 1
CCCn1c(-c2ccc(C(=O)OC)cc2)nc2c1c(=O)[nH]c(=O)n2Cc1ccccc1 | 0 | 0 | -3 | 6 | 1 | 4 | -4 | 0 | 3 | -2
CCC(c1nnnn1CCc1ccccc1)N(Cc1ccco1)Cc1cc2c(C)ccc(C)c2[nH]c1=O (centres undefined) | 0 | -5 | -2 | 5 | 2 | 4 | -14 | -3 | -16 | -10
Cc1ccc(Cn2c(SCCN3CCOCC3)nc3c2c(=O)n(C)c(=O)n3C)cc1 | 4 | -2 | -3 | -3 | 6 | -3 | 9 | 2 | 5 | 2
Cc1cccc(C(=O)NCCCN2CCCC2=O)c1 | 1 | -5 | -3 | -5 | -5 | -2 | 5 | 4 | 3 | 8
CCc1ccc(-c2cc(C)no2)cc1S(=O)(=O)NCCc1ccc(S(N)(=O)=O)cc1 | -3 | -13 | 2 | 5 | 4 | 7 | -6 | 1 | 7 | -6
Cc1c(C(=O)OCc2ccccc2)nnn1-c1nonc1N | -1 | -1 | -1 | 5 | 3 | 3 | 5 | -3 | -7 | 12
O=c1cnc(-c2ccc(Cl)cc2)cn1O | 1 | 6 | -2 | 7 | 4 | 0 | 0 | -6 | 2 | 13

Next section
SMILES | PRMT1 FP inh | HTRA1 inh | MBD2 inh | TCR CD3 inh | ABHD4 inh | rCAG RNA binder | NPR1 activator | UHRF1 MBD2 ctr | NPR2 activator | SIAE inh
CC(C)CN1CCN(Cc2c[nH]c3ccccc23)CC1CCO (centres undefined) | 3 | -3 | 1 | -2 | 4 | -3 | -5 | -1 | -3 | -2
O=C(Nc1cc(S(=O)(=O)N2CCCCC2)ccc1Oc1ccccc1)C1=COCCO1 | 2 | -46 | -2 | 4 | -4 | 0 | -3 | 1 | 0 | -3
COc1cccc(NC(=O)c2nc(SC)ncc2Cl)c1 | 3 | -20 | -1 | 2 | -3 | -1 | 1 | -1 | 1 | -14
CC(C)c1ccc(-c2nc(N3CCOCC3)[nH]c(=O)c2C#N)cc1 | 1 | 8 | -3 | 0 | -2 | 2 | 2 | -3 | -2 | -2
Cc1ccc(C(C(=O)NC(C)(C)C)N(CC2CCCO2)C(=O)c2csnn2)cc1 (centres undefined) | 3 | 4 | 3 | 1 | 6 | 33 | -8 | 4 | 0 | 1
CN(C)N1C(N)=C(C#N)C(c2cccnc2)C2=C1CCCC2=O (centres undefined) | 2 | 2 | 0 | 3 | 3 | 6 | -2 | -7 | -3 | 3
CCSc1nc2c(c(=O)[nH]1)C(c1ccncc1)C(C(=O)OC(C)C)=C(C)N2 (centres undefined) | -2 | -2 | 1 | -2 | 0 | 2 | -2 | 2 | -5 | -4
Cc1nc(N)ncc1Sc1ccc(Cl)cc1 | -1 | 6 | 2 | 6 | 2 | -2 | 11 | -1 | 10 | -2
Cc1ccc(-c2nnc(Sc3nc4ccccc4o3)c3ccccc23)cc1 | -1 | -17 | 1 | 7 | -2 | 4 | 2 | 1 | 0 | 3
COc1ccc(C(=O)N/C(=C\c2ccccc2)C(=O)NCCCn2ccnc2)cc1 | -5 | 0 | -5 | 8 | -1 | 0 | -3 | 0 | 0 | -4
O=C1/C(=C/c2cccnc2)Cc2ccc(Cl)cc21 | 0 | -2 | -6 | 7 | 1 | 2 | 1 | -4 | 2 | 0
CCc1nc2c(OCCOc3ccc(F)cc3)cccn2c1N(C=O)Cc1ccc(OC)cc1 | 6 | . | 1 | -4 | 4 | 3 | -2 | 1 | 2 | 7
Cc1c(Cl)c([N+](=O)[O-])nn1Cc1ccc(C(=O)N/N=C\c2cccc(Br)c2)o1 | -2 | -72 | 1 | -10 | -12 | 8 | 6 | 0 | 12 | -11
CCCCn1c(N)c(N(CCOC)C(=O)c2cc(-c3ccc(C)cc3)nc3ccccc23)c(=O)[nH]c1=O | 3 | -12 | -4 | -4 | 4 | 6 | -1 | -1 | 1 | -3
Cc1cc(-c2ccc(C)c(S(=O)(=O)N3CCN(C(=O)c4ccco4)CC3)c2)on1 | 2 | 7 | -5 | 8 | -4 | -6 | -3 | -2 | 1 | 0
Cc1ccc(C2N(c3ccc(F)cc3)C(=O)C3CCCN32)cc1 (centres undefined) | -3 | -6 | 0 | 6 | 0 | -2 | 0 | 1 | -7 | -5
CCOP(=O)(c1ccccc1)C(O)c1ccc([N+](=O)[O-])cc1 (centres undefined) | 3 | -2 | -5 | 2 | -4 | -1 | -2 | -2 | 5 | -1
CCOc1ccc(S(=O)(=O)N2CCN(CC)CC2)cc1NC(=O)c1ccccc1F | -5 | -10 | 5 | -5 | -2 | 1 | -1 | 0 | -1 | 2
CNC(=O)OCc1snc(-c2ccccc2)c1COC(=O)NC | 1 | . | 2 | 3 | 0 | 0 | -2 | -2 | -1 | -3
Cc1cc(Nc2nc3c(c(=O)n(C)c(=O)n3C)n2C)n(-c2ccc(Cl)cc2)n1 | 2 | 1 | 1 | 8 | 0 | 4 | -4 | -1 | -3 | 5
Cc1nn(-c2ccccc2)c(Cl)c1C(=O)NNC(=O)c1ccccc1O | 4 | 35 | 2 | 16 | 11 | 5 | 5 | -1 | -3 | 6
O=C(CCN1CCOCC1)Nc1c(-c2ccccc2)c2cc(Br)ccc2[nH]c1=O | 1 | -2 | -3 | 3 | 5 | -4 | -6 | 3 | 2 | 5
C=CCNC(=O)c1ccccc1NC(=O)Cc1ccccc1[N+](=O)[O-] | 4 | -6 | 8 | -12 | -1 | -4 | 0 | 7 | 1 | -9
Cc1ccccc1NC(=O)CSc1nnc(-c2ccccc2)n1-c1ccccc1 | 2 | -2 | 1 | 1 | 4 | 0 | -2 | -3 | -4 | -6
COC(=O)c1cccc(S(=O)(=O)N2CCC(C)CC2)c1 | 1 | -4 | -3 | -3 | -10 | 1 | -3 | 2 | 7 | 5

Next part.
SMILES | PRMT1 FP inh | HTRA1 inh | MBD2 inh | TCR CD3 inh | ABHD4 inh | rCAG RNA binder | NPR1 activator | UHRF1 MBD2 ctr | NPR2 activator | SIAE inh
C=CCOc1nc2c(c(=O)n(C)c(=O)n2C)n1Cc1ccccc1 | -5 | -2 | -1 | 2 | -2 | -2 | 4 | 0 | 3 | -3
OCC[C@@H]1C[C@H](O)[C@@H](O)[C@@]2(OCCc3cc(Cl)ccc32)O1 | -1 | . | -3 | -1 | 0 | 1 | 4 | 2 | 0 | -1
CC(C)OC(=O)c1cccc(-c2ccc(C=O)o2)c1 | 2 | -1 | -8 | 4 | 1 | -1 | 4 | -2 | -8 | 5
Cc1cc(C)cc(N(CC(=O)N2CCN(Cc3ccccc3)CC2)S(=O)(=O)c2c(C)noc2C)c1 | -2 | 6 | -1 | 3 | 1 | 0 | 3 | -2 | -2 | 11
COc1ccc(CNC(=O)c2ccc(-c3cccnc3)c3ccoc23)cc1OC | 4 | . | 2 | -5 | -3 | 3 | 7 | 5 | 6 | -2
Cc1ccc(S(=O)(=O)NCCC(=O)N2CCC(Cc3ccccc3)CC2)cc1 | 0 | -5 | 3 | 0 | -2 | -14 | -2 | -1 | 2 | 1
COc1ccc(OC)c(NC(=O)C2CC2c2ccccc2)c1 (centres undefined) | 2 | -7 | 5 | -3 | 0 | -4 | 3 | -1 | -2 | 3
COCC(=O)N(Cc1cc2ccc(C)cc2[nH]c1=O)c1ccccc1C | -4 | 3 | 5 | 2 | -2 | -4 | -3 | -1 | -5 | -3
